High-throughput results from PubChem.
TSHR antag = blocks TSH signaling through the human TSH receptor; P16473; TSHR-expressing cells, TSH-stimulated cAMP HTRF, 2 h; stronger effect = lower value; activity change, negative = inhibition, % at 11.5 µM; actives 0.2% (n = 330,000); AID 504810;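 active means activity change below a set negative limit, meaning inhibition stronger than a set level, cut at about -70% in these data; inconclusive means activity change between two set negative limits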; further: on the % scale 0 is the no-effect control and ±100 the full control effect
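Read-out is FRET at 665 nm (cryptate excitation 337 nm) from a cryptate-tagged anti-cAMP antibody, competed by cell cAMP against cAMP-d2. Compounds are tested on freshly harvested TSHR cells challenged with 4nM TSH (EC80) for 2 hours at 37 deg C.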
TRPV1 ag = agonists of human vanilloid receptor 1 (TRPV1). Q8NER1. TRPV1-expressing cells, Fluo-8 calcium influx, agonist mode. activation, % at 8.33 µM. actives 0.19% (n = 320,000). AID 540275; in the data active means activation above about 80%; inconclusive means between about 30% and that limit; further: 0% is about no effect
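TRPV1-expressing cells were cultured overnight at 35.5C and loaded with Fluo-8 calcium dye for 40 to 90 min at room temperature. After a 10 s baseline, compound was added and calcium influx was read kinetically for 3 min (ex 480/em 520 nm).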
Mito fusion act = blocks mitochondrial division or promotes mitochondrial fusion. S. cerevisiae fusion-defective mutant growth rescue, CellTiterGlo 48 h. Potency, µM (doses to about 46.1 µM), for the others: top-dose growth rescue (activation), hits mostly activators. actives 0.23% (n = 320,000). AID 485298;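 further: potency means the concentration at half of the fitted maximal effect; % of control where 0% means no effect; nearly all actives have a fitted effect of over 45% in size; temperature-sensitive fusion mutants such as fzo1-1 at 37 °C on non-fermentable ethanol glycerol medium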
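Read-out: ATP-based luminescence (CellTiterGlo, 10 min ambient) reporting growth of fusion-defective ts yeast after 48 hours at 37C on glycerol/ethanol YPEG medium in the presence of compound.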
TCR act = activates T cell receptor signaling; primary human leukocytes, anti-CD3, IL-2 HTRF, 48 h; Potency, µM (top dose mostly 9.22 µM), for inactives: at the highest dose activation of IL-2 secretion, usual class: activators; 330,000 tested, under 10 active; further: % of control where 0% means no effect
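Primary human leukocytes receive a-CD3 beads and test compound and are incubated 48 hr. Secreted IL-2 is then assayed by HTRF, measuring 665nm acceptor emission after 320nm excitation of the europium donor.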
ELG1 repair inh = blocks ELG1-dependent DNA repair in HEK293T cells | HEK293T ELG1-luciferase reporter, luminescence, 16 h; DNA damage induced by 5-fluorouridine | Potency, µM (highest dose often 46.1 µM), without a hit: top-dose activity change, negative = inhibition, hits mostly inhibitors | actives 2.3% (n = 330,000); further: potency means the concentration at half of the fitted maximal effect; on the % scale 0 is the no-effect control and ±100 the full control effect; nearly all actives have a fitted effect of over 55% in size
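Cells (2,000 per well) received 5-fluorouridine plus test compound or DMSO and were incubated 16 hr at 37 °C, 5% CO2. Luciferase activity was read by luminescence 30 min after ONE-Glo addition; signal suppression marked inhibition of damage-induced ELG1 function.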
hERG WT inh = KCNH2 (human, wildtype) channel inhibition; Q12809; U2OS, BacMam KCNH2, thallium flux FluxOr; stronger effect = lower value; activity change, % at 1.84 µM; actives 0.37% (n = 340,000);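 active means maximum activity change below -70%; inconclusive means maximum activity change between -70% and -50%; inactive means maximum activity change above -50%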; further: on the % scale 0 is the no-effect control and ±100 the full control effect
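U2OS cells transduced with wild-type KCNH2 virus are loaded with FluxOr dye for 45 min, and thallium flux is measured in kinetic reads before and after stimulation buffer. Rate constants are normalized to DMSO controls.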
A-T KAP1 phos = potential ataxia-telangiectasia treatment; […] A-T fibroblasts, KAP-1 phosphorylation AlphaLISA; neocarzinostatin DNA damage 30 min before lysis; AID 485349; actives 0.19% (n = 320,000); Potency, µM (titrated, usually from 57.5 µM), without a hit: at the top dose activation, actives largely listed as activators; further: potency means the concentration at half of the fitted maximal effect; % of control where 0% means no effect; nearly all actives have a fitted effect of over 45% in size
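hTERT-immortalized A-T patient fibroblasts ([…]), 500 cells/well in OPTI-MEM, 1% FBS, got compounds for 60 min, then NCS for 30 min at 37C. Lysates were then assayed for phospho-KAP-1 by AlphaLISA (anti-pKAP1 donor, anti-KAP1 acceptor beads), 6 hr at 25C.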
USP2a block = blocks human ubiquitin-specific protease USP2a; AID 463254; USP2 core, Ub-CHOP2 coupled fluorogenic reporter, 485/531; Potency, µM (series often up to 38.3 µM), without a hit: top-dose activity change, negative = inhibition, usual class: inhibitors; actives 0.01% (n = 330,000); O75604;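 further: potency means the concentration at half of the fitted maximal effect; plate controls were DMSO wells for no effect and full inhibition by NEM control for full effect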
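Cell-free coupled assay: 10nM USP2 core preincubated 30min RT with compound in Tris-HCl pH 8.0/CaCl2/CHAPS buffer, then 25nM Ub-CHOP2 and 25nM reporter substrate; fluorescence (Ex 485/Em 531) read after 60min RT, normalized to NEM inhibition, concentration-response curves fitted.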
Eya2 inh = Eya2 (human) phosphatase inhibition; recombinant Eya2, OMFP fluorescence dephosphorylation (OMFP is methylfluorescein phosphate); actives 0.006% (n = 330,000); AID 488837; Potency, µM (doses to about 76.9 µM), for the others: at the highest dose activity, negative = inhibition, hits mostly inhibitors; further: potency means the concentration at half of the fitted maximal effect; on the % scale 0 is the no-effect control and ±100 the full control effect
Target sequence (O00167 whole entry, looked up): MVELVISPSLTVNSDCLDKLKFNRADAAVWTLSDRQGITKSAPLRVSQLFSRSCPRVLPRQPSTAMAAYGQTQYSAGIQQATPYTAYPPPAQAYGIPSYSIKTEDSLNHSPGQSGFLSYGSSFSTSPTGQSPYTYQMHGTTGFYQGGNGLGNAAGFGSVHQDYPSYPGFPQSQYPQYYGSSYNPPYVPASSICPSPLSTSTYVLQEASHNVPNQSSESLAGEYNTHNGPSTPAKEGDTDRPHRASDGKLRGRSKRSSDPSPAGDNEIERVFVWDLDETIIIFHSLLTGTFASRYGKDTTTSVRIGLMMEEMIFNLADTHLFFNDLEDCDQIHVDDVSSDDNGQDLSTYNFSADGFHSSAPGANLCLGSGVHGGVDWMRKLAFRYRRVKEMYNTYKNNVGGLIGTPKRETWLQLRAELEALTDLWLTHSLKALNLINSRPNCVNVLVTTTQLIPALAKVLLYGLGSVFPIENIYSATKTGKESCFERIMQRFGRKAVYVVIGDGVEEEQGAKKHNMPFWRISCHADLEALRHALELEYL
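Eya2 (0.2 uM) preincubated 10 min at ambient with compound, then OMFP substrate added at 50 uM; 10 min reaction in 50 mM HEPES pH 7.5, 50 mM NaCl, 5 uM MgCl2, 0.05% BSA, 1 mM DTT. Fluorescence read at Ex 485/Em 525 nm.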
KCNH2 3.1 inh = KCNH2 3.1 (human) potassium channel inhibition. U2OS KCNH2 3.1, thallium flux FluxOr; stronger effect = lower value. activity change, % (tested at about 1.8 µM). actives 0.95% (n = 340,000). AID 720553;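 active means maximum activity change below -70%; inconclusive means maximum activity change from -70% to -50%; inactive means maximum activity change above -50%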;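 further: thallium influx rate constant from kinetic fluorescence after stimulation buffer; on the % scale 0 is the no-effect control and ±100 the full control effect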
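Channel expression came from 3.1 mutant virus (1.77 x 10^8 /mL) applied to suspended U2OS cells for 4 h. Flux was tracked with FluxOr dye plus Red40 quencher, and kinetic rate constants normalized to controls.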
* hit, by the source's call; ? = inconclusive; · = no result given; & = joins results of further samples; [ ] = another dose, or the depositor's remark. Unless noted, the call rests on the fitted dose curve; in most records, active means well fitted curve in the direction sought with a large enough effect; inconclusive means small, poorly fitted or top-dose-only effect, or another doubt; inactive means no such curve, though single readings can be large; an effect the other way counts as inactive or inconclusive.

item	SMILES	TSHR antag	TRPV1 ag	Mito fusion act	TCR act	ELG1 repair inh	hERG WT inh	A-T KAP1 phos	USP2a block	Eya2 inh	KCNH2 3.1 inh
1	C[C@]12CC[C@H](O)C[C@H]1CC[C@@H]1C2CC[C@]2(C)[C@@H](C3=CC(=O)OC3)[C@@H](O)C[C@]12O (some centres undefined)	-82*	2	-3%	6%	?	14	1%	0%	7%	-10
2	O=S(=O)(NC1CCCCCCC1)OCC(Cl)(Cl)Cl	0	3	3%	5%	-9%	-10	14%	-1%	-7%	0
3	COCc1cc(OC(=O)N(C)C)nc(-c2ccccc2)n1	-2	10	2%	3%	16%	3	-6%	1%	0%	1
4	CC(C)(C)C(=O)NC1CCSC1=O (centres undefined)	2	1	-3%	·	14%	·	-2%	1%	9%	·
5	Cc1cc(/C=C2\C(=O)NC(=O)N(c3ccc(Cl)cc3)C2=O)c(C)n1-c1cccc(C(=O)O)c1	-6	-1	-3%	-1%	2%	-3	-13%	1%	11%	6
6	Brc1c(NC2=NCCN2)ccc2nccnc12	-20&-18	1	-40%&-7%[inhibitor]	·	?	·	-12%	-1%	-8%&2%	·
7	O=c1cccc2n1CC1CNCC2C1 (centres undefined)	12	1	0%	0%	14%	-22	2%	3%	0%	2
8	CCSc1cc(C2C(C#N)=C(N)Oc3n[nH]c(C)c32)c(C)o1 (centres undefined)	2	-4	9%	-11%	?	-18	?	2%	10%	6
9	CC(C)CCN1CCN(Cc2c(F)cccc2Cl)CC1CCO (centres undefined)	3	4	-2%	1%	-4%	0	6%	4%	10%	0
10	CCOc1cc2c(cc1OCC)-n1cccc1C(c1cc(C)c(OC)cc1C)NC2 (centres undefined)	9	0	3%	2%	?	14	3%	-9%	-17%	-21
11	CN(C)c1ccc([P+](=O)c2ccc(N(C)C)cc2)cc1	-16	1	-1%	-2%	-11%	0	2%	1%	15%	13
12	CC(=O)c1ccc(OC(=O)N2CCOCC2)cc1	9	3	0%	·	?	-7	-1%	0%	11%	3
13	C/C(=C\c1ccc(N(C)C)cc1)[N+](=O)[O-]	15	5	-6%	-4%	?	0	-3%	1%	10%	-34
14	Cc1ccc2c(c1N)C(=O)c1ccccc1C2=O	-24	3	-14%	6%	?	2	-12%	1%	1%	2
15	COc1ccc(CCn2c(NN=C3CCCCC3)nc3c2c(=O)[nH]c(=O)n3C)cc1	3	1	-3%	6%	?	-1	-13%	-5%	-6%	-1
16	Cc1nn(CC(C)C)c(Cl)c1C(=O)O	3	0	-2%	·	14%	-16	-1%	-1%	16%	-1
17	O=C1CN=C(c2ccccc2)c2cc(Br)ccc2N1Cc1cc(=O)n2ccccc2n1	-9	8	-2%	4%	1%	20	-5%	5%	6%	·
18	CCc1nc2ccccc2c(=O)n1-c1cccc(OC)c1	·	-2	16%	8%	·	4	·	·	·	2
19	c1ccc(C2CN3CCC2CC3)cc1 (centres undefined)	0	2	-2%	-56%	3%	-5	-19%	2%	1%	2
20	COc1ccccc1NC(=O)N1C[C@@H]2C[C@@H](C1)c1cccc(=O)n1C2	4	-4	-3%	1%	7%	-1	3%	-1%	13%	1
21	COc1ccc(C(C)=O)cc1CC(C(=O)c1ccccc1)N(C)C (centres undefined)	11	0	0%	-1%[46.1 µM]	20%	-1	12%	2%	2%	-12
22	C[C@@H]1CN([C@@H](C)CO)C(=O)c2cccc(NC(=O)c3ccncc3)c2O[C@@H]1CN(C)Cc1ccc(-c2ccccc2)cc1	-1	·	·	2%	1%	13	-4%	2%	-22%	-13
23	COc1ccc(-c2cc(=Nc3ccccc3)c3cc(C)ccc3o2)cc1	52	-3	8%	-2%[46.1 µM]	?	8	1%	-6%	-6%	5
24	COC(=O)C1=C(c2ccc(Cl)c(C(F)(F)F)c2)C[C@@H]2CC[C@H]1N2C(=O)NCCNC(C)=O	-11	8	-3%	7%	1%	9	3%	-5%	-17%	-3
25	COc1ccccc1N=C1SCCCN1C	8	0	-1%	-2%	3%	7	0%	3%	1%	-3

Going on with the list:
item	SMILES	TSHR antag	TRPV1 ag	Mito fusion act	TCR act	ELG1 repair inh	hERG WT inh	A-T KAP1 phos	USP2a block	Eya2 inh	KCNH2 3.1 inh
26	CCOc1cc(C(=O)N2CCC3(CC2)OCCO3)cc(OCC)c1OCC	11	9	-2%	·	-6%	-7	-2%	0%	-17%	-20
27	Cc1ccccc1CN1CCN(Cc2ccccc2)CC1	4	7	2%	8%	1%	17	-13%	-4%	7%	16
28	O=C(CSC1c2ccccc2-c2ccccc21)N/N=C/c1ccccc1	-5	7	-2%	2%	-7%	-5	·	-2%	-10%	-22
29	CN1[C@@H]2CC[C@H]1CC(OC(=O)C1C=Nc3ccccc31)C2 (some centres undefined)	7	5	-4%	-6%	-8%	23	0%	-2%	3%	-1
30	Fc1ccc(C(OCCN2CCN(CCCc3ccccc3)CC2)c2ccc(F)cc2)cc1	-8	·	-65%[inhibitor]	-10%	·	·	·	·	-16%	·
31	COC(=O)c1cc(C(O)(C(=O)OC)C(F)(F)F)c(/N=C/N(C)C)s1 (centres undefined)	-8	-1	-2%	·	-2%	-11	10%	3%	-2%[15.4 µM]	?
32	OC(c1ccncc1)(c1ccc(F)cc1)c1ccc(F)cc1	17	-1	5%	7%[46.1 µM]	6%	20	-6%	?	1%	3
33	COc1ccc(CC[n+]2cc(/N=C(\C)[O-])on2)cc1OC	1	1	-3%	10%[46.1 µM]	1%	0	5%	3%	-7%	6
34	CC[N+](CC)(CC)CCCCCCCCCC[N+](CC)(CC)CC	3	-1	1%	2%	1%	12	-1%	4%	1%	-2
35	O=P(N[C@@H](c1ccccc1)[C@@H]1C[C@H]1CO)(c1ccccc1)c1ccccc1	3	0	-3%	-3%	0%	2	0%	0%	1%	-10
36	COc1ccc(C2SCC(=O)Nc3c2c(C)nn3-c2ccccc2)cc1OC (centres undefined)	-5	-1	-1%	3%	2%	-6	1%	1%	0%	18
37	CCOC(=O)COc1ccc(/C=C2\C(=O)NC(=S)N(c3ccc(OC)cc3)C2=O)cc1OC	5	-5	14%	-1%	5%	·	-10%	4%	18%	4
38	c1ccc(CNc2c3c(nc4ccccc24)CCC3)cc1	23	-3	19%	12%	-19%	-6	-8%	0%	1%	-33
39	N/C(=N/[N+](=O)[O-])N1CCN(C(=O)c2ccc(Cl)cc2)CC1	1	0	6%	11%	-12%	-12	0%	8%	10%	0
40	Cc1nc(Cl)sc1C(=O)Nc1ccc2ccccc2c1	3	26	19%	-1%[46.1 µM]	?	4	-12%	-3%	-11%	-1
41	CCOC(=O)C1=C(N)OC2=C(C(=O)CCC2)C12C(=O)N(CC(N)=O)c1ccccc12 (centres undefined)	-3	1	1%	0%	2%	-7	4%	-5%	-5%	-3
42	CCN(CC)CCN=Cc1c(O)n(Cc2ccco2)c(=O)[nH]c1=O	-2	-3	5%	12%	18%	6	-3%	2%	12%	11
43	CC/C(=N\Nc1ccccc1)c1c(O)n(-c2ccc(OC)cc2)c(=O)[nH]c1=O	0	-2	26%	4%	?	-3	1%	1%	11%	-10
44	Cc1ncc(CN2CCCC(C(=O)c3sccc3C)C2)s1 (centres undefined)	4	1	5%	0%	-3%	4	3%	0%	0%	-1
45	CC1CCN(C(=O)COC(=O)c2cn(C)c3ccccc23)CC1	0	7	1%	-10%	?	6	-5%	4%	-10%	-8
46	CN1CCN(c2cc(N3CCCC3)c([N+](=O)[O-])cc2F)CC1	0	-3	3%	-3%	?	1	-14%	1%	-1%	-3
47	CCOC(=O)C1(c2ccccc2)CCN(CCC(=O)Nc2ccc(F)cc2)CC1	0	20	-12%	2%	-18%	-4	-1%	1%	-22%	-39
48	COc1ccc(Oc2c(C)oc3cc(OC(=O)N(C)C)ccc3c2=O)cc1	-9	3	4%	0%	2%	-1	13%	3%	-1%	-6
49	O=C(Nc1ccccc1Cl)OC1CN2CCC1CC2 (centres undefined)	0	3	-2%	7%	?	18	?	-7%	4%	-9
50	Cc1ccc(-n2c(C)cc(/C=C3\C(=O)NC(=O)N(C)C3=O)c2C)cc1C	-9	1	-2%	0%[46.1 µM]	-5%	-2	1%	2%	11%	?
51	Cc1nc2cc(C(F)(F)F)ccc2n1C1CCN(Cc2nnnn2CCc2ccccc2)CC1	-13	1	-2%	3%[46.1 µM]	-22%	-7	2%	1%	-31%	-81*
52	CCN(CC)P(c1n(C)cc[n+]1C)N(CC)CC	7	-1	-3%	1%	-7%	-9	-4%	-1%	-8%	2
53	CC(C)(C)n1ncc2c(=O)n(Cc3cccc(Cn4cnc5c(cnn5C(C)(C)C)c4=O)c3F)cnc21	-31	·	·	10%	8.2µM*	·	-6%	1%	-14%	·

The list is partial; the hit share may differ from the screen's.
